# CaV13 ICDI inh: Disruptors of the CACNA1D IQ motif to Ca2+-dependent inactivation inhibitor domain association, primary screening, Förster resonance energy transfer in intact living …. inhibition, % at 12.3 µM. AID 743397. HEK cells, CFP/YFP FRET ICDI-IQ, plate reader, 10 min; percent FRET-ratio fall versus neutral wells. actives 0.098% (n = 340,000);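 active means mean replicate inhibition of at least 30% and at least 1% of replicates passing that level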;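 further: 0% = median of the neutral control wells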
# HTR2A ag: mouse HTR2A agonism via beta-arrestin recruitment. CHO-K1 mHTR2A beta-arrestin complementation, luminescence; percent of 30 µM serotonin response. activation, % at 7.6 µM. actives 0.66% (n = 360,000). AID 624169;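 active means activation above a run cutoff, the mean activation of all tested compounds plus 3 SD, cut at about 14% in these data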;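 further: 0% = plate median of compound wells and 100% = 30 µM serotonin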
# Target sequence (P35363 whole entry, looked up): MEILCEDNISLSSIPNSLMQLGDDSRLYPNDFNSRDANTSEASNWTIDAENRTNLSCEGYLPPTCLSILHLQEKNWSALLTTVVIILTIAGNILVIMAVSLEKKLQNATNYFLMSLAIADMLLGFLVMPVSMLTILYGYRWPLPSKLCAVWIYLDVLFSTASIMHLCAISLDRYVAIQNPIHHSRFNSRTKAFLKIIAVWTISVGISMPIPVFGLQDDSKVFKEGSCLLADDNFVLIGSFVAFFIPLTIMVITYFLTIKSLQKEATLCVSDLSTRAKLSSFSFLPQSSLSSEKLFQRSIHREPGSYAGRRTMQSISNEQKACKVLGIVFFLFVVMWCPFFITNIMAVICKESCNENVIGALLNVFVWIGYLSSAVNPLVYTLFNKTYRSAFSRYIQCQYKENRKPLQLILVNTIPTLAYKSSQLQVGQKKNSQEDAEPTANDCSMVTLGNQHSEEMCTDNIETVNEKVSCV
# aDG glyco act: increases alpha dystroglycan glycosylation; Pro5-aDG cells, alpha-DG glycosylation AlphaScreen (IIH6); 0% Pro5, 100% B10-LARGE cell signal; activation, % at 10 µM; actives 0.22% (n = 360,000);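 active means activation of at least 8% versus controls, or a plate z-score of at least 8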;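 further: Pro5 are CHO cells carrying HIG-tagged alpha-DG that lacks glycosylation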
# Numbers without * were called inactive.
HTR2A ag	compound	aDG glyco act	CaV13 ICDI inh
-5.2	N#Cc1ccc(C(C(=O)Nc2ccc3c(c2)OCCO3)n2c(=O)c(-c3ccco3)nc3ccccc32)cc1 (stereo unspecified)	-0.2	-7.2
-5.9	CC(C)c1cc(C(=O)NCCc2cccs2)c(N)s1	-0.1	-8.6
-6.8	O=C(NCc1ccccc1)C(c1ccc(-c2ccccc2)cc1)n1c(=O)c(-c2ccco2)nc2ccccc21 (stereo unspecified)	-0.3	-8.0
3.1	COC(=O)C[C@@H]1C=C[C@@H](NC(=O)Nc2cccc(F)c2)[C@@H](CO)O1	-0.1	-6.9
-1.2	O=C(Nc1c(-c2ccccc2)[nH][nH]c1=O)c1ccccc1	0.0	-2.9
1.5	O=C(N[C@@H]1CC[C@H](CCn2cc(-c3ccccn3)nn2)O[C@@H]1CO)c1ccncc1	0.3	-6.5
-3.0	CC1(C(=O)NCc2ccccc2)CSCC(=O)N1CCc1c[nH]c2ccccc12 (stereo unspecified)	-0.3	-6.7
-0.7	COC(=O)C[C@H]1C=C[C@H](NC(=O)Nc2ccccc2OC)[C@@H](CO)O1	-0.2	-4.4
-3.0	COC(=O)[C@]12CCCCC=C1N(CCc1ccc(OC)c(OC)c1)C(=O)[C@H](CC(=O)NCc1ccccc1)C2	0.1	-2.4
-6.9	COC(=O)[C@@]12C[C@@H](CC(=O)NCc3cccc(C(F)(F)F)c3)C(=O)N(Cc3ccco3)C1=CCC(C)(C)C2	-0.1	-16.0
4.8	COc1ccc(C2=Nc3ccccc3N(C(=O)c3ccc(C(F)(F)F)cc3)C2C(=O)Nc2ccc3c(c2)OCCO3)cc1 (stereo unspecified)	-0.2	-4.2
-4.9	O=C(C[C@H]1CC[C@@H](NC(=O)Nc2ccc3c(c2)OCO3)[C@@H](CO)O1)NCc1ccccc1	-0.1	-3.8
1.8	Cc1cccc(C)c1NC(=O)C(C1CC1)n1c(=O)c(-c2ccco2)nc2ccccc21 (stereo unspecified)	0.0	-9.7
-3.6	CCc1c(-c2cccc(Cl)c2)ncn1Cc1cccc(-c2ccccc2)c1	0.2	-9.8
-0.9	CN1CCN(C(=O)C[C@H]2CC[C@H]3[C@@H](COC[C@@H](O)CN3Cc3cccc(F)c3)O2)CC1	-0.2	-3.9
3.5	CC(C)(C)NC(=O)C(c1cccc2ccccc12)n1c(=O)c(-c2ccco2)nc2ccccc21 (stereo unspecified)	-0.1	-5.9
-7.3	O=C(C(=O)N1CCN(c2ccncc2)CC1)c1cccc(Br)c1	-0.1	-6.4
-1.7	COc1ccc(CCC(=O)N2c3ccccc3N=C(c3ccc(C(F)(F)F)cc3)C2C(=O)NC(C)C)cc1 (stereo unspecified)	-0.2	-4.7
0.0	CCCCCCCCN1C(=O)[C@H](CC(=O)N2CCN(C(=O)OCC)CC2)C[C@@]2(C(=O)OC)CC(C)(C)CC=C12	0.2	-13.1
-0.9	C#CCNC(=O)C[C@@H]1C[C@@]2(C(=O)OC)CC(C)(C)CC=C2N(CCc2ccc(OC)c(OC)c2)C1=O	0.1	-9.0
-1.1	O=C(NCc1ccccc1)C1C(c2ccccc2)=Nc2ccccc2N1C(=O)c1ccncc1 (stereo unspecified)	0.0	-4.7
-2.8	O=C(Nc1ccc(F)cc1)C(CCc1ccccc1)N1CCN(C(=O)c2ccco2)CC1 (stereo unspecified)	0.1	-10.4
-7.6	C#CCNC(=O)C[C@@H]1C[C@@]2(C(=O)OC)CC(C)(C)CC=C2N(CCCCCCCC)C1=O	0.1	-4.1
3.7	COC(=O)C[C@H]1CC[C@@H](NC(=O)Nc2c(C)noc2C)[C@@H](CO)O1	0.0	-14.5
-4.0	COC(=O)C[C@H]1CC[C@@H](NC(=O)Nc2ccc(C(F)(F)F)cc2)[C@@H](CO)O1	0.3	-6.7
5.2	Cc1cccc(C)c1NC(=O)C1(C)CN(S(C)(=O)=O)CC(=O)N1CCc1ccccc1F (stereo unspecified)	-0.2	-6.7
-3.1	CCC(C(=O)NC1CCCC1)n1c(-c2ccnc3ccccc23)nc2ccccc21 (stereo unspecified)	-0.1	-4.1
0.6	CC(C)CNC(=O)C1C(=O)Nc2ccccc2C(=O)N1C1CCCCC1 (stereo unspecified)	0.0	-9.3
-4.5	O=C(/C=C1\OCc2ccccc21)OCc1ccccc1	0.2	-9.9
-1.4	Cc1cc(Br)c2c(c1)[C@](O)(c1cn(C)c3ccccc13)C(=O)N2C	0.0	-9.8
-3.1	COC(=O)C1=CN(c2cccc(OCc3ccccc3)c2)C(N)=C(C#N)C1c1cccc(F)c1 (stereo unspecified)	-0.1	-10.0
2.7	O=C(Nc1ccc2c(c1)OCCO2)C1C(c2ccccc2)=Nc2ccccc2N1C(=O)c1cccnc1 (stereo unspecified)	-0.1	-5.9

# Reformatted: entries from further up
COC(=O)C[C@H]1CC[C@@H](NC(=O)Nc2ccc(C(F)(F)F)cc2)[C@@H](CO)O1
  HTR2A ag: -4.0
  aDG glyco act: 0.3
  CaV13 ICDI inh: -6.7
Cc1cccc(C)c1NC(=O)C1(C)CN(S(C)(=O)=O)CC(=O)N1CCc1ccccc1F (stereo unspecified)
  HTR2A ag: 5.2
  aDG glyco act: -0.2
  CaV13 ICDI inh: -6.7
CCC(C(=O)NC1CCCC1)n1c(-c2ccnc3ccccc23)nc2ccccc21 (stereo unspecified)
  HTR2A ag: -3.1
  aDG glyco act: -0.1
  CaV13 ICDI inh: -4.1
CC(C)CNC(=O)C1C(=O)Nc2ccccc2C(=O)N1C1CCCCC1 (stereo unspecified)
  HTR2A ag: 0.6
  aDG glyco act: 0.0
  CaV13 ICDI inh: -9.3

# Carrying on:
HTR2A ag	compound	aDG glyco act	CaV13 ICDI inh
-5.9	CCCCNC(=O)C[C@@H]1C[C@@]2(C(=O)OCC)CCCC=C2N(CCC2=CCCCC2)C1=O	0.0	-16.7
-3.5	COC(=O)C1=CN(c2ccc(OC)cc2)C(N)=C(C#N)C1c1cccc2ccccc12 (stereo unspecified)	-0.2	-7.9
-4.7	COC(=O)C[C@@H]1OC[C@H](CO)N1S(=O)(=O)c1ccc(C)cc1	1.6	-6.0
-4.9	Cc1cccc(C)c1NC(=O)C1C(c2ccc3c(c2)OCO3)=Nc2ccccc2N1C(=O)c1ccccc1 (stereo unspecified)	-0.4	-21.0
-3.1	O=C(C(=O)N1CCN(c2ccccc2F)CC1)c1ccccc1	-0.1	-5.5
0.9	COC(=O)C[C@H]1CC[C@@H](NC(=O)Nc2ccc3c(c2)OCO3)[C@@H](CO)O1	-0.3	-5.7
1.4	Cc1nc(NC(=O)c2ccccc2)sc1-c1cc(C(=O)NCCO)nn1Cc1ccccc1	-0.1	-11.2
1.6	Cc1ccc(S(=O)(=O)C[C@@H]2OC[C@H](CO)N2S(=O)(=O)c2ccc(C)cc2)cc1	0.1	-12.4
-8.4	Cc1ccc2ccc(C(Nc3ccccc3)c3ccc(C(C)C)cc3)c(O)c2n1 (stereo unspecified)	0.5	-6.7
0.8	COC(=O)c1sc(NC(=O)OCc2ccccc2)nc1CCNC(=O)OC(C)(C)C	0.0	-10.4
5.8	O=C(Nc1ccc2ccccc2c1)C(c1ccccc1)n1c(=O)c(-c2cc3ccccc3[nH]2)nc2ccccc21 (stereo unspecified)	1.7	-13.1
1.7	O=C(C[C@H]1CC[C@H]2[C@@H](COC[C@@H](O)CN2C(=O)c2cnccn2)O1)NCc1ccc(Oc2ccccc2)cc1	4.0	-5.1
0.1	CCCCNC(=O)c1nc(-c2cccc(C(F)(F)F)c2)oc1-c1ccc(OC(F)(F)F)cc1	0.3	-9.7
-2.7	O=C(C(=O)N1CCN(c2ccccc2)CC1)c1ccc2c(c1)OCO2	-0.1	-4.1
-3.7	O=C(Nc1ccc(F)cc1)C(c1cccc(F)c1)N1CCN(c2ccncc2)CC1 (stereo unspecified)	0.1	-10.8
0.8	Cc1ccc(S(=O)(=O)Nc2ccccc2O)cc1	-0.2	-4.5
2.9	Cc1ccc(S(=O)(=O)N[C@@H](C)CO)cc1	0.3	-8.2
0.9	CCCCCCCCN1C(=O)[C@H](CC(=O)N2CCN(C(=O)c3ccco3)CC2)C[C@@]2(C(=O)OC)CC(C)(C)CC=C12	0.0	-5.5
4.8	COc1cccc(C(C(=O)NCc2ccccc2)N2CCN(c3cccc(C)c3C)CC2)c1OC (stereo unspecified)	0.3	-14.7
-3.5	Cc1ccc(S(=O)(=O)N2[C@@H](CO)CO[C@H]2CC(=O)c2cccc3ccccc23)cc1	-0.1	-13.8
0.6	Cc1ccc(OCc2nc3ccccc3n2C(C(=O)Nc2c(C)cccc2C)C2CC2)cc1 (stereo unspecified)	0.0	-7.8
2.1	CC(=O)C[C@H]1SC[C@@H](C(C)C)N1S(=O)(=O)c1ccc(C)cc1	0.8	-9.4
2.7	COC(=O)/C=C1\OCc2cccc(C)c21	-0.1	-9.3
-3.3	Cc1nc2ccc(C(=O)N3c4ccccc4N=C(c4ccc5c(c4)OCO5)C3C(=O)NCc3ccccc3)cc2[nH]1 (stereo unspecified)	0.2	-12.8

# Among those listed so far, these have a tert-butyl group:
HTR2A ag	compound	aDG glyco act	CaV13 ICDI inh
3.5	CC(C)(C)NC(=O)C(c1cccc2ccccc12)n1c(=O)c(-c2ccco2)nc2ccccc21 (stereo unspecified)	-0.1	-5.9
0.8	COC(=O)c1sc(NC(=O)OCc2ccccc2)nc1CCNC(=O)OC(C)(C)C	0.0	-10.4

# New compounds follow
HTR2A ag	compound	aDG glyco act	CaV13 ICDI inh
-2.4	O=c1ccc(-c2nc3ccccc3n2C(CCc2ccccc2)c2nc3ccccc3[nH]2)c[nH]1 (stereo unspecified)	-0.2	-7.6
-0.5	Cc1cnc(-c2nc3ccccc3n2C(C(=O)NC(C)(C)C)c2ccncc2)cn1 (stereo unspecified)	-0.1	-9.1
-3.2	CC1(C(=O)NCc2ccccc2)CSCC(=O)N1CCCn1ccnc1 (stereo unspecified)	-0.2	-8.5
-4.0	COc1ccc(C(C(=O)NC2CCCC2)n2c(C3CCN(C(C)=O)CC3)nc3ccccc32)cc1 (stereo unspecified)	-0.3	-9.7
6.1	COc1ccc(C(=O)C(OP(=O)(OC)OC)c2ccccc2OC)cc1 (stereo unspecified)	-0.2	-7.0
-4.4	CCOC(=O)N1CCN(C(=O)C[C@@H]2C[C@@]3(C(=O)OC)CC(C)(C)CC=C3N(Cc3cccc4ccccc34)C2=O)CC1	-0.1	-3.2
8.3	CCCNC(=O)N[C@H]1C=C[C@H](CC(=O)NC2CCCCC2)O[C@@H]1CO	1.1	-7.0
1.1	CC(C)(C)C(c1nc2ccccc2[nH]1)n1c(-c2ccsc2)nc2ccccc21 (stereo unspecified)	0.4	-10.1
0.4	CCC(C)CN1C(=O)CSCC1(C)C(=O)Nc1ccc2c(c1)OCCO2 (stereo unspecified)	-0.1	-2.9
3.1	COC(=O)C[C@@H]1C=C[C@@H](NC(=O)c2ccccc2F)[C@@H](CO)O1	0.1	-5.6
-6.2	CCOC(=O)[C@]12CCCC=C1N(Cc1ccccc1)C(=O)[C@H](CC(=O)NCc1cccc3ccccc13)C2	0.0	-4.5
2.9	CC1(C(=O)Nc2ccc3c(c2)OCCO3)CN(S(C)(=O)=O)CC(=O)N1Cc1cccc(F)c1 (stereo unspecified)	0.2	-10.4
-3.9	CC(C)(C)NC(=O)C(c1ccc(-c2ccccc2)cc1)n1c(=O)c(-c2ccco2)nc2ccccc21 (stereo unspecified)	0.0	-11.1
0.1	CC(=O)Nc1cccc(-c2nc3ccccc3n2C(C(=O)NC(C)(C)C)C2CC2)c1 (stereo unspecified)	0.0	-16.7
0.6	CCCCNC(=O)C1C(c2ccc(C(F)(F)F)cc2)=Nc2ccccc2N1C(=O)C1CCN(C(C)=O)CC1 (stereo unspecified)	0.7	-4.6
-3.5	CC(C)c1cc(Cn2c3ccccc3c(=O)n2C(C)Cn2cc(COc3ccccc3)nn2)on1 (stereo unspecified)	0.1	-14.8

# High-throughput results as filed in PubChem.

# Some of the compounds tested; count on the stated rates, not on these rows.
